# TEAD-YAP inh = TEAD-YAP interaction inhibition; 640,000 tested, 1.4% active; HEK-TIYL cells, TEAD-Gal4/YAP UAS-luciferase luminescence; inhibition, % at 9.12 µM; AID 1259422; in the data active means inhibition above about 32%;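 further: 0% = median of test compound wells and 100% = reference inhibitor wells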
# MITF inh = blocks human microphthalmia-associated transcription factor; O75030; inhibition, % at 2.6 µM; AlphaScreen MITF homodimerization, bead proximity signal; 650,000 tested, 0.91% active; AID 1259374; in the data active means inhibition above about 50%;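 further: 0% = vehicle wells with protein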
# GPR151 activ = human GPR151 activation. Q8TDV0. PathHunter beta-arrestin GPR151 cells, luminescence. activation, % at 11.2 µM. 650,000 tested, 1% active. AID 1508602; in the data active means activation above about 4.9%;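 further: 0% = median of compound wells and 100% = cells with positive control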
# FBW7 act = activators of human E3 ligase FBW7. Q969H0. AlphaScreen FBW7–phospho-cyclin E peptide binding, activator screen. normalized activity (activation), % at 26.1 µM. 650,000 tested, 0.13% active. AID 1259310; in the data active means normalized activity above about 1.9%;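 further: purified mutant Fbw7 with reduced substrate affinity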
# Target sequence (Q969H0 whole entry, looked up): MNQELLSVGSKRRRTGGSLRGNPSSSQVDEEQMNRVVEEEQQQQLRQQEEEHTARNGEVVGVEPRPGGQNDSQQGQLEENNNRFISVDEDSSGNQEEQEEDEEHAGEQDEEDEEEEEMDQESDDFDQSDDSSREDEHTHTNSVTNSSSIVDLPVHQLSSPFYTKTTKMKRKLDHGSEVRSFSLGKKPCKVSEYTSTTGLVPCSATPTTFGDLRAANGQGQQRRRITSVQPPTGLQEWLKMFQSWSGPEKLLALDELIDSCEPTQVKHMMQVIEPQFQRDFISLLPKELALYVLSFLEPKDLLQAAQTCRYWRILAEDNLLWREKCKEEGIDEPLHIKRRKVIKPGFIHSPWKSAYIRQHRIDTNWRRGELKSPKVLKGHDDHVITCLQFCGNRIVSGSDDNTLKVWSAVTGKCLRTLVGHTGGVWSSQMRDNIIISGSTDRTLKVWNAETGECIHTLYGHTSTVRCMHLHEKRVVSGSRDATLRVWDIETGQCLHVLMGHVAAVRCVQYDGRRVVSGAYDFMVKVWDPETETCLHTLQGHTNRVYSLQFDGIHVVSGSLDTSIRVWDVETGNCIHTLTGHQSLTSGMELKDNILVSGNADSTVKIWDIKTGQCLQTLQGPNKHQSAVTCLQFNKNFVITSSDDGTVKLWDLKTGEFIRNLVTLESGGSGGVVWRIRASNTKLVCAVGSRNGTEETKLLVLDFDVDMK
# * = called active by the depositor. Random draw from the library; about 3.4% have a hit in one of these screens.
SMILES	TEAD-YAP inh	FBW7 act	GPR151 activ	MITF inh
COc1ccc(/C=C/C(=O)Nc2ccc(NC(=O)c3ccc(Cl)cc3Cl)cc2)cc1	-3	0.0	-0.3	-1
CCN(CC)C(=O)C1CCCN(C/C(C)=C/c2ccccc2)C1 (centres undefined)	1	0.0	3.7	34
Cc1ncc2c(c1CNS(=O)(=O)N(C)C)CCN(C(=O)c1ccsc1)C2	5	0.2	-0.5	-1
CN(C)S(=O)(=O)c1ccc(/C(O)=C2/C(=O)C(=O)N(Cc3cccnc3)C2c2ccccc2)cc1 (centres undefined)	-8	-0.2	0.6	-8
O=C(CCS(=O)(=O)Cc1ccc(F)cc1Cl)NCc1ccco1	-1	0.8	-1.2	19
CCOC(=O)c1ccccc1NC(=O)CSc1n[nH]c(N)n1	7	0.0	0.4	1
CCCc1[nH]n(-c2ccc(F)cc2)c(=O)c1C=NCc1ccccc1	-7	0.0	0.6	-2
CSc1nc(N2CCCC2)c2c3c(sc2n1)CCC3	-8	-0.1	0.8	0
CCOc1cc(C)c(Cl)cc1S(=O)(=O)NCc1ccc2c(c1)OCO2	3	0.0	-0.7	-11
COc1ccccc1-n1nnnc1SCC(=O)Nc1cc(OC)c(OC)c(OC)c1	4	-0.4	-1.2	2
C/C(=N\N=C\c1cccnc1)C1C(=O)c2ccccc2C1=O	-10	-0.1	-1.6	13
CC(C)(C)OC(=O)N1CCCC1C(=O)NC(Cc1ccccc1)C(=O)O (centres undefined)	-8	-0.1	-1.0	10
O=C(CNS(=O)(=O)c1cc(Cl)ccc1Cl)Nc1ccc(Cl)cc1	5	0.0	-0.2	14
COC(=O)c1c(NC(=O)CC2Nc3cc(C)c(C)cc3NC2=O)sc2c1CCC(C)C2 (centres undefined)	-2	0.5	-1.1	11
CC(=O)N1CCc2cc(S(=O)(=O)N3CCCCC3)ccc21	1	-0.1	0.5	7
Cc1cccc2sc(NC(=O)c3ccco3)nc12	-19	-0.1	-4.7	2
CCOc1ccc(OCCOCCNCCOC)cc1	-1	0.0	-1.0	20
COc1ccc(N(CC(=O)N2CCCCC2)S(=O)(=O)c2ccc(C)cc2)cc1	3	-0.2	1.6	-3
Nc1ccc2nc(NC(=O)C3CCCCC3)sc2c1	-31	0.3	0.9	23
COc1ccc(CCNc2nc(Nc3cnccn3)nc3c2ncn3Cc2ccc(C(F)(F)F)cc2)cc1	9	0.2	-1.4	20
Cc1ccc(-c2cccc3ccc(N4CCN(C(=O)c5cccnc5)CC4)nc23)cc1	9	-0.1	-2.0	8
CN1CCN(C(=O)c2ccc(-c3cc(C(=O)Nc4ccccc4)ccn3)cc2)CC1	6	0.0	-1.2	-7
Nc1nc2n(n1)C(=O)CC(c1ccc(F)cc1)N2 (centres undefined)	2	-0.1	-0.4	9
Cc1cccc(N2NC3(CC(C)CC(C)(C)C3)NC2=S)c1C (centres undefined)	4	-0.1	1.0	7

# Whole records, looked up by structure. Order of values: TEAD-YAP inh, FBW7 act, GPR151 activ, MITF inh
# CCN(CC)C(=O)C1CCCN(C/C(C)=C/c2ccccc2)C1 (centres undefined) reads 1, 0.0, 3.7, 34
# CCCc1[nH]n(-c2ccc(F)cc2)c(=O)c1C=NCc1ccccc1 reads -7, 0.0, 0.6, -2
# CN1CCN(C(=O)c2ccc(-c3cc(C(=O)Nc4ccccc4)ccn3)cc2)CC1 reads 6, 0.0, -1.2, -7
# CCOc1cc(C)c(Cl)cc1S(=O)(=O)NCc1ccc2c(c1)OCO2 reads 3, 0.0, -0.7, -11
# Nc1ccc2nc(NC(=O)C3CCCCC3)sc2c1 reads -31, 0.3, 0.9, 23

# (listing goes on)
SMILES	TEAD-YAP inh	FBW7 act	GPR151 activ	MITF inh
O=C1/C(=C/c2ccc(-c3ccc(Br)cc3)o2)C=C(c2ccccc2)N1c1ccc(Cl)c(Cl)c1	-10	0.1	-1.3	-11
Cc1nc(NC(=O)c2ccccc2)sc1-c1ccc([N+](=O)[O-])o1	9	0.1	0.4	7
C[C@@H](O)C(=O)N1CCCN(S(=O)(=O)c2cccc3cnccc23)CC1	-5	-0.1	-0.6	8
O=C(Cc1cn(-c2ccc(N3CCCC3CO)nn2)c2ccccc12)Nc1ccccc1 (centres undefined)	-8	0.0	-0.1	-2
Cc1cc(C)cc(NS(=O)(=O)N2CCOCC2)c1	10	0.2	-0.9	-6
Cc1ccc(C2CC(C(F)(F)F)n3ncc(C(=O)Nc4cccc5ccccc45)c3N2)cc1 (centres undefined)	0	0.0	-0.7	-2
Cc1cc(N2CCCCC2)c(F)cc1[N+](=O)[O-]	11	0.3	0.8	13
O=C(Cn1c(=O)c(=O)n(Cc2ccccc2)c2ccc(Cl)cc21)N1CCc2ccccc21	1	-0.2	-0.9	-3
O=C(CC(C(=O)O)N1CCCCC1)Nc1cccnc1 (centres undefined)	6	0.1	0.9	12
COc1ccc(NC(=O)c2sc3ccccc3c2Cl)c(OC)c1	5	0.0	1.6	-6
CC1=C(C(=O)Nc2ccc(C)cc2)C(c2cc(Br)ccc2O)NC(=O)N1 (centres undefined)	7	-0.1	2.2	-5
CCn1ccc(C(=O)N(Cc2ccccc2)c2nc3ccc(Cl)cc3s2)n1	-2	0.0	3.6	-2
COC(=O)C(C)Sc1n[nH]c(=S)s1 (centres undefined)	0	0.1	-0.5	4
N#Cc1c2c(c(N3CCN(C/C=C/c4ccccc4)CC3)n3c1nc1ccccc13)CCC2	8	0.3	-0.7	15
O=C1N/C(=C/c2cc3c(cc2Cl)OCO3)C(=O)N1c1ccccc1	-16	0.0	-1.2	9
O=C(c1ccc(Cl)c(F)c1F)N1CCCCCC1	-10	-0.2	0.7	8
O=C(/C=C/c1cccc([N+](=O)[O-])c1)Nc1ccc2ccccc2c1	-2	-0.1	0.8	-9
C(=C\c1nnc2ccc3ccccc3n12)/c1ccco1	-8	0.0	2.6	23
COc1ccc(C(=O)Oc2cccnc2)cc1	-4	-0.1	0.1	4
CCOc1ccc(NC(=O)CCc2c(C)nc3c4c(C)cc(C)nc4nn3c2C)cc1	11	0.6	0.4	5
COc1ccc2c(c1)CC(=O)NC21CCN(Cc2ccc(F)cc2)CC1	6	-0.4	0.5	-6
CCCC(C(=O)N1CCN(C(=O)C(CCC)N2C(=O)C3C4C=CC(C4)C3C2=O)CC1)N1C(=O)C2C3C=CC(C3)C2C1=O (centres undefined)	18	0.6	0.8	-1
COc1ccc(C(c2sc3ncnn3c2O)N2CC(C)OC(C)C2)cc1 (centres undefined)	11	0.0	0.4	1
O=C(N[C@H]1C[C@H]2C(=O)N3CCC[C@@H]3C(=O)N2C1)c1cccnc1Oc1ccc(Cl)cc1	0	0.8	-1.3	19
CCCc1nnc(N2C(=O)c3oc4ccccc4c(=O)c3C2c2ccccc2)s1 (centres undefined)	-4	0.0	2.8	-3
CCS(=O)(=O)N1CCN=C1SCc1ccc(Cl)cc1	2	0.5	0.7	12
CCOc1cc(Cl)c(/C=C2/NC(=O)N(c3ccccc3)C2=O)cc1OCC	-1	0.2	-0.3	11
CC(C)N1CC(C(=O)Nc2ccc(C#N)cc2)CC1=O (centres undefined)	1	-0.1	0.4	14
Cc1ccc(Cl)cc1N1C(=O)NC(=O)/C(=C\c2ccc(OCC(=O)O)cc2)C1=O	-10	-0.2	-1.2	9
CC1(C)CC(=O)N(CC(=O)Nc2ccc3c(c2)OCCO3)c2ccccc2S1(=O)=O	-5	0.5	-0.9	16
CCc1cccc(C)c1NC(=O)CN(CC)S(=O)(=O)c1cc(C)ccc1OC	-7	-0.1	-0.4	-74
Cc1nc(C)n(-c2ccc(Nc3cc(-c4nn(CCN(C)C)cc4-c4ccccc4)ccn3)cc2)n1	-18	-0.3	0.4	4
Cc1oc2ccc(OCC(=O)O)cc2c1C(=O)O	11	0.1	0.8	3
O=C(CNC(=S)N(Cc1ccccc1)Cc1cccnc1)NCCc1ccccc1	-3	0.0	0.6	-7
COc1cc(/C=c2\sc3nc(=O)c(C)nn3c2=O)cc(OC)c1OC	4	-0.2	0.8	-1
Cc1ccc(C)c(NC(=O)CN2C(=O)C(C)(C)Oc3ccc(C(=O)NC(C)C)cc32)c1	0	0.1	-0.2	-4
CCSc1nnc2c(n1)OC=Nc1ccc(Br)cc1-2	-2	0.4	3.3	18
CCOC(=O)c1ccc(-n2c(CN3CCCCC3)nc3ccc([N+](=O)[O-])cc3c2=O)cc1	-1	0.0	-0.4	-2
COCCCn1c(C)cn2c3c(=O)n(Cc4ccccc4Cl)c(=O)n(C)c3nc12	3	0.4	-0.9	13
COc1ccccc1CCc1nnc(CCC(=O)NCc2cc(F)ccc2C)o1	-6	-0.2	0.0	-8
CC(=O)N1CCc2c(sc(NC(=O)/C=C/c3cccs3)c2C(N)=O)C1	41*	0.0	-1.5	10
COc1cccc(-c2cn[nH]c2C2CCN(Cc3ccco3)CC2)c1	4	0.0	-1.2	-5
COc1ccc(Br)cc1C1C(C(=O)N2CCOCC2)=C(C)NC2=C1C(=O)CCC2 (centres undefined)	5	0.1	-2.1	5
Cc1ccc(/C=C2\SC(=S)N(CCCC(=O)Nc3cccnc3)C2=O)cc1	34*	-0.2	1.2	-2
CCCn1c(SCC(=O)Nc2ccc(OCC)cc2)nnc1C(C)C	19	0.0	0.8	1
CCC(C)NC(=O)c1cc2nc(-c3ccco3)cc(C(F)(F)F)n2n1 (centres undefined)	-3	0.0	-0.2	0
Cc1cc(NC(=O)COC(=O)/C=C/c2ccc3ccccc3n2)no1	-11	-0.1	-0.3	-18
CCN(CC)CCN1C(=O)C(=O)/C(=C(\O)c2ccc(Cl)cc2)C1c1ccc(N(C)C)cc1 (centres undefined)	-9	0.0	0.5	5
O=S(=O)(NCCc1ccccn1)c1ccc(S(=O)(=O)N2CCOCC2)cc1	4	0.1	1.5	1
Cc1ccc(C(=O)N(CC(=O)NC2CCCC2)Cc2cccs2)s1	7	0.5	0.0	15
COc1cccc(CNC(=O)Nc2ccc(-c3cn[nH]c3)cc2N(CCN(C)C)C(=O)NCc2cccc(OC)c2)c1	10	0.3	-0.7	15
O=C1NCC(c2ccccc2)C1C(=O)N/N=C/c1ccc(Br)o1 (centres undefined)	-6	0.5	1.3	9
Fc1ccc(-c2cnn3c(NCCCN4CCOCC4)ccnc23)cc1Cl	-55	-0.1	0.0	10
CC(NC(=O)c1ccco1)c1nnc2n1CCN(Cc1ccc(-c3ccccc3)cc1)CC2 (centres undefined)	9	-0.1	0.5	5
O=C(CSc1cn(CC(=O)N2CCOCC2)c2ccccc12)NC1CCCC1	-2	-0.2	5.4*	-12
Cc1ccccc1CN1CCN(S(C)(=O)=O)CC1	1	-0.2	-0.8	-4
Cc1ccc2sc(-c3ccc(NC(=O)c4cccnc4)cc3)nc2c1	-12	0.0	-1.7	7
Cc1cc(C)c2c(c1)[C@@H]1C=CC[C@@H]1[C@H](c1ccc(S(=O)(=O)N3CCOCC3)cc1)N2	-3	0.0	1.0	-7
CCOc1ccccc1NC(=O)CSc1nnc2ccccn12	-7	0.0	1.9	5
CCCCOc1ccc(NC(=O)CCN2C(=O)c3cccc([N+](=O)[O-])c3C2=O)cc1	7	1.4	1.2	14

# Carrying on.
SMILES	TEAD-YAP inh	FBW7 act	GPR151 activ	MITF inh
Cc1ccc2c(c1)NC(=O)C(CC(=O)Nc1ccc(Br)c(C)c1)O2 (centres undefined)	-1	0.0	-0.2	10
Cc1n[nH]c(C)c1CCC(=O)N1C[C@H](C(=O)O)[C@@H](c2ccc(F)cc2)C1	4	-0.2	-0.9	4
O=c1c(-c2ccccc2)c(N(CCO)Cc2ccccc2)c1=O	-16	-0.1	-0.6	-23
CNC(=O)[C@@H]1C[C@@H](NCc2cn(C)c3ccccc23)CN1Cc1ccc2ccccc2c1	-3	0.0	-0.1	3
CCN1C(=O)/C(=C/c2ccc(C)o2)N(C)C1=S	0	0.3	1.6	15
CCn1c(=O)c2c(nc(SCC(=O)O)n2C)n(C)c1=O	-6	-0.1	-0.1	-3
CCOc1ccc(S(=O)(=O)NC(C)C)cc1	1	0.1	-0.9	18
CCn1cc(CN2CCN(Cc3ccc(C)o3)C(CCO)C2)cn1 (centres undefined)	7	0.2	0.5	12
COc1cc(CNCCO)cc(Cl)c1OCc1ccccc1	-5	-0.1	-0.5	-3
COc1ccc(CCNc2nc(OC)nc(-c3ccc4c(ccn4C)c3)n2)cc1	-3	0.3	-0.9	20
O=C(Nc1c2c(nn1-c1cccc(Cl)c1)CS(=O)C2)C1CCCC1 (centres undefined)	3	0.4	0.5	3
Nc1ccc(C(=O)OCCN2C(=O)c3cccc(N)c3C2=O)cc1	-12	-0.1	1.8	-7
COC1(c2ccccc2)C2CCCC1C2Br (centres undefined)	-7	0.3	0.6	-11
CCOc1cc(C2C(C(=O)OCCc3ccccc3)=C(C)NC3=C2C(=O)CC(c2ccc(OC)cc2)C3)ccc1O (centres undefined)	2	-0.2	-1.5	-6
Cc1ccc(COc2ccc(C=C3C(=O)NC(=O)NC3=O)cc2Br)cc1	-42	0.1	3.1	-1
c1ccc(CN2CCC(Nc3nc(Nc4ncccn4)nc4c3ncn4C3CCCCC3)CC2)cc1	8	0.4	1.1	-5
Cc1ccccc1-c1nnc(CN2CCCC2)o1	-29	-0.2	1.1	-15
Cc1ccccc1OCC(=O)OCc1ccc([N+](=O)[O-])cc1	1	0.1	2.3	6

# Bioassay records (PubChem)
